TRPC4 PAM = allosteric potentiators of mouse TRPC4 channel | HEK293 TRPC4beta/mu-opioid, DAMGO EC20, Fluo-4 Ca2+ flux; active compounds read high | B-score at 10 µM | 310,000 compounds, 0.42% hits | AID 2227;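 active = B-score of calcium response area above 5 SD of library B-scores, with initial fluorescence ratio within 5 SD of library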;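 also: B-score of integrated fluorescence ratio over time as area under calcium response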
TRPC6 inhibitor = blocks the mouse TRPC6 cation channel. AID 2553. Q61143. 310,000 compounds, 1.1% hits. B-score at 10 µM. HEK293-TRPC6, membrane potential dye, ACh-evoked depolarization; active compounds read low;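 active = B-score under library mean minus 3 SD, initial fluorescence not abnormally high, positive integrated signal ratio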;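 also: B-score derived from integrated fluorescence ratio over the kinetic read; more negative B-score means stronger inhibition of depolarization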
Target sequence (Q61143 whole entry, looked up): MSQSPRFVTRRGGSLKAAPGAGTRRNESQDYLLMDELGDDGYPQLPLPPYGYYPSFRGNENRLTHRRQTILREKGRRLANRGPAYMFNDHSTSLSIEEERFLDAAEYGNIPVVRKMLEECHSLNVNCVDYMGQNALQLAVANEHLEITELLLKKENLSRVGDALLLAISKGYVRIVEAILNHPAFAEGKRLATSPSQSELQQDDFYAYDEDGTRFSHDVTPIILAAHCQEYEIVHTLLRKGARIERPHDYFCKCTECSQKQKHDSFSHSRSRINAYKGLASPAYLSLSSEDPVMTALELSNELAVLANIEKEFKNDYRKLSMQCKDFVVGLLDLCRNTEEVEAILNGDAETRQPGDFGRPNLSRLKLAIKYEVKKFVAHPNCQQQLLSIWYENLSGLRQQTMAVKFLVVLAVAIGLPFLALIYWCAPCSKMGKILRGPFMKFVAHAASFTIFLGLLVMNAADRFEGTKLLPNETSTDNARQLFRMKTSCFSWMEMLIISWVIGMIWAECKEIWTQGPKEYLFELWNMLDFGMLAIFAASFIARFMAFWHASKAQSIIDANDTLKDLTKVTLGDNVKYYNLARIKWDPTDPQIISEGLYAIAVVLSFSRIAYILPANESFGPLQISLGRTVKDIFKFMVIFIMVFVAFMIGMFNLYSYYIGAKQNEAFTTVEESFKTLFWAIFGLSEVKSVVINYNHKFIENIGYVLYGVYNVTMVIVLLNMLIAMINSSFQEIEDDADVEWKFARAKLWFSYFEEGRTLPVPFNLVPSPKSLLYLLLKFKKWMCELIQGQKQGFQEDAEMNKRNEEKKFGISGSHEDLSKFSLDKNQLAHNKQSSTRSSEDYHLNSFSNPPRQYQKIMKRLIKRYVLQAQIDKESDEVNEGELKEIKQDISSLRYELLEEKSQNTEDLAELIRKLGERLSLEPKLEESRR
AI-2 QS mod = modulates the Vibrio harveyi AI-2 quorum sensing system | Vibrio harveyi JMH597 AI-2 luminescence/OD600 ratio, 9 h; active compounds read low; strain lacks LuxN and CqsS sensors; 0 = neutral-control median | activity change, % at 7.5 µM | 300,000 compounds, 0.4% hits | AID 2094; in the data active = activity change below about -75%, passing the limit was not always enough;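 also: luminescence divided by OD600 gain over 9 h not by final OD600 alone; inactives centre near 13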
TRPC6 act = mouse TRPC6 channel activation | HEK293-TRPC6 membrane potential dye fluorescence; active compounds read high | 310,000 compounds, 0.13% hits | B-score at 10 µM | Q61143;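 active = B-score of the integrated fluorescence ratio above library mean plus 3 SD, and starting fluorescence ratio within library mean plus 5 SD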;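 also: higher score means more depolarization so channel activation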
TRPC4 inh = inhibitors of mouse TRPC4 channel. Q9QUQ5. HEK293 TRPC4beta/mu-opioid, DAMGO-evoked Fluo4 calcium flux; active compounds read low. B-score at 10 µM. 300,000 compounds, 0.39% hits. AID 2247;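 active = B-score over 3 SD under the library average, no early fluorescence shift, positive overall ratio signal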
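Assay system: Stable TRPC4beta/mu-opioid receptor HEK293 cells | Reagent: DAMGO in two steps, submaximal then maximal | Compound dosing: Single concentration per test compound | Signal: Fluo4 Ca2+ flux fluorescence | Evaluation: Per-well B score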
TRPC4 act = activators of mouse TRPC4 channel; Q9QUQ5; HEK293 TRPC4beta/mu-opioid, Fluo4 calcium fluorescence; active compounds read high; B-score at 10 µM; 310,000 compounds, 0.49% hits; AID 2237;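 active = B-score above 5 SD of library B-scores, and initial fluorescence ratio not above library mean plus 5 SD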;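 also: positive B-score marks a calcium rise read as TRPC4 activation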
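system = HEK293 cells stably co-expressing mouse TRPC4beta and mu-opioid receptor | schedule = Fluo4 dye loading 45 min at room temperature, 110 s recording | measure = B-scored integrated calcium fluorescence ratio | signal = Fluo4 calcium-sensitive dye fluorescence, kinetic, 1 Hz baseline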
HIF activator = HIF pathway transcriptional activation | U2OS HRE-luciferase reporter, luminescence; normalized: DMSO 0%, desferrioxamine 100% | activation, % at 7.5 µM (by protocol) | 300,000 compounds, 0.32% hits | AID 1910;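 active = mean activation of at least 10% of the iron chelator positive control signal, with at least half of replicates also reaching 10%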
MrgX1 ag = activates human MrgX1 receptor signaling | MrgX1-HEK293 cells, Fluo-4 calcium fluorescence, agonist mode; active compounds read high | B-score at 10 µM | 310,000 compounds, 0.44% hits | AID 588627;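 active = calcium response B-score plate-corrected fluorescence ratio at least 3 library SD, with starting fluorescence B-score inside 5 SD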
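Test system: HEK293 cells stably expressing human MrgX1 receptor; amount: 15,000 cells per well; doses: compound delivered in addition one of three; times: overnight plating before 1 h dye loading; detection: Fluo-4 NW calcium-flux fluorescence, kinetic read; read-out basis: B-scored fluorescence response ratio; controls: positive and negative controls per plate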
PolyA inhibitor = blocks polyadenylation in yeast reporter cells | S. cerevisiae SKY197-pL101 polyadenylation reporter, beta-gal luminescence; efflux-impaired pdr1/pdr3 knockout yeast; score 100 = 6 SD above DMSO | 300,000 compounds, 0.02% hits | calls only at 12 µM;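 active = lowest replicate activity score at least 50, where 100 means six control SD above control mean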;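 also: yeast exposed to compound for 9 h at 30 °C; higher score means more reporter readthrough which indicates perturbed polyadenylation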
MrgX1 PAM = human MrgX1 positive allosteric modulation, primary screen; Q96LB2; MrgX1-HEK293, Fluo-4 calcium flux, FDSS; active compounds read high; B-score at 10 µM; 310,000 compounds, 0.63% hits; AID 588675;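 active = plate-corrected calcium response at least 3 library SD above typical, normal starting fluorescence, not activating the receptor alone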;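 also: compound read alongside a low EC10 to EC30 dose of BAM8-22 agonist; peak minus trough fluorescence over baseline measured at the second addition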
MrgX1 antag = antagonists of human MrgX1 receptor; Q96LB2; MRGX1-HEK293 calcium flux, Fluo-4, BAM8-22 antagonism; active compounds read low; B-score at 10 µM; 310,000 compounds, 1.3% hits; AID 588676;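 active = calcium-response B-score plate-corrected more than 3 library SD below zero, starting fluorescence within 5 deviations, no agonist response on first addition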;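 also: peak minus trough fluorescence over baseline after final BAM8-22 challenge near maximal dose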
* marks the source's active call; other numbers are inactive results; i = inactive; . = not tested or not shown. Not all compounds are listed. The share of hits here may be higher or lower than overall.

SMILES | TRPC4 PAM | TRPC6 inhibitor | AI-2 QS mod | TRPC6 act | TRPC4 inh | TRPC4 act | HIF activator | MrgX1 ag | PolyA inhibitor | MrgX1 PAM | MrgX1 antag
O=C(c1ccccc1)c1ncc(C(F)(F)F)cc1Cl | i | i | 0.5 | i | . | i | 0.0 | i | . | i | i
COC(=O)CN1C(=O)N/C(=C/c2ccccc2OC)C1=O | i | i | 14.2 | i | i | i | 0.2 | i | i | i | i
O=C(CCN1C(=O)COc2ccccc21)NCCN1CCOCC1 | i | i | 7.2 | i | i | i | 0.2 | i | i | i | i
O=C(c1ccco1)n1nc(-c2ccccc2)nc1SCc1ccccc1 | i | i | 20.2 | i | i | i | 1.2 | i | i | i | i
CCn1c(CS(=O)Cc2ccc(Cl)cc2Cl)nnc1SCc1c(Cl)cccc1Cl (stereo not given) | i | i | 8.5 | i | i | i | 0.1 | i | i | i | i
COc1ccnc(Nc2cccc(C)c2)c1C#N | i | i | 13.0 | i | i | i | 0.4 | i | i | i | i
CCc1nnc(N/N=C/c2cc(C)c(C)cc2C)n1N | i | i | 6.4 | i | i | i | -1.9 | i | i | i | i
CC(C)N1CCC(N2CCN(Cc3ccc(-c4ccc(Cl)cc4)o3)CC2CCO)CC1 (stereo not given) | i | i | 26.2 | i | i | i | -0.4 | i | i | i | i
O=C(CCN1CCCO1)NC1CCCc2c1cnn2-c1ccccc1F (stereo not given) | i | i | 35.9 | i | i | i | 1.3 | i | i | i | i
CC1=C(C(=O)OCc2ccccc2)C(c2ccc(Cl)cc2Cl)NC(=O)N1CCCCCC(=O)O (stereo not given) | i | i | 21.8 | i | i | i | -1.1 | i | i | i | i
C=CCn1c(SCC(=O)NC2CCS(=O)(=O)C2)nc2scc(C3CC3)c2c1=O (stereo not given) | i | i | -3.5 | i | i | i | 0.1 | i | i | i | i
CCCCNCCOCCOc1ccc(F)cc1 | i | i | 17.2 | i | i | i | 0.0 | i | i | i | i
COc1ccccc1NC(=O)CN(Cc1ccco1)C(=O)c1cc2ccccc2o1 | i | i | 8.8 | i | i | i | 0.2 | i | i | i | i
O=C(O)c1ccc(/C=N/Nc2ncc(C(F)(F)F)cc2Cl)cc1 | i | i | 55.3 | i | i | i | 0.7 | i | i | i | i
CC(=O)c1cccc(CN2CCC(C(=O)Nc3ccc(Oc4cccnc4)cc3)CC2)c1 | i | i | 17.5 | i | i | i | 0.8 | i | i | i | i
CNCCCCOc1ccc(C(C)(C)C)cc1Cl | i | i | 15.9 | i | i | i | -0.3 | i | i | i | i
C[C@@]12CC(=O)NC1N(C(=O)c1ccccc1)C(c1ccccc1OC(=O)c1ccccc1)C2 (stereo not given in full) | i | i | 21.4 | i | i | i | -2.5 | i | i | i | i
COc1cccc(CN2CC(C(=O)N3CCCO3)CCC2=O)c1 (stereo not given) | i | i | . | i | i | i | 0.3 | i | i | i | i
O=C(c1ccccc1)C1CCc2occc2C1=O (stereo not given) | i | i | -6.7 | i | i | i | 0.3 | i | i | i | i
OCCn1c(SC2CCCCC2)nc2ccccc21 | i | i | 25.4 | i | i | i | -0.6 | i | i | i | i
CCOC(=O)C1=C(CS(=O)(=O)c2ccccc2)NC(=O)NC1c1cccc(OC)c1 (stereo not given) | i | i | 17.8 | i | i | i | -0.6 | i | i | i | i
CC1C(=O)C(C)(C)C(=O)OC1c1ccccc1 (stereo not given) | i | i | 3.0 | i | i | i | -0.3 | i | i | i | i
CCN(CC)c1ccc(NC(=O)c2cc(Cl)ccc2OC)cc1 | i | i | 17.9 | i | i | i | 0.9 | i | i | i | i
Cc1ccc2[nH]c(=O)c3cc(C(=O)N(C)c4ccc(C)c(C)c4)sc3c2c1 | i | i | 21.4 | i | i | i | -0.2 | i | i | i | i
Clc1cc2cccnc2c2ccccc12 | i | i | 5.7 | i | i | i | 0.0 | i | i | i | i
CN1CC(=O)N(CC(=O)NCc2ccc3c(c2)OCO3)C1=O | i | i | 36.5 | i | i | i | -1.5 | i | i | i | i
CCN1C(=O)C(O)(CC(=O)c2c(C)coc2C)c2ccccc21 (stereo not given) | i | i | 41.7 | i | i | i | -0.6 | i | i | i | i
Cc1ccc(Cn2cc(C(=O)c3ccc(F)cc3)c(=O)c3cc4c(cc32)OCCO4)cc1 | i | i | -5.0 | i | i | i | -0.4 | i | i | i | i
Nc1ccc(-c2nc3ccc(-c4nc5ccccc5o4)cc3[nH]2)cc1 | i | i | 0.5 | i | i | i | -28.1 | i | i | i | i
COc1ccc(C2NC(=O)NC(C)=C2C(=O)OC2CCCCC2)cc1OC (stereo not given) | i | i | 3.2 | i | i | i | -0.7 | i | i | i | i
Cc1cc(C)c2c(n1)SCC(=O)N2CC(=O)Nc1c(C)cccc1C | i | i | -2.2 | i | i | i | -0.2 | i | i | i | i
Cc1cccc(NC(=O)CSc2nc(-c3ccccc3)c(C#N)c(=O)[nH]2)c1C | i | i | 12.2 | i | i | i | 3.0 | i | i | i | i
CCNC(=O)C(Sc1ccccc1)c1ccccc1 (stereo not given) | i | i | 13.2 | i | i | i | -20.9 | i | i | i | i
CN(C)c1cccc(/C=C(\C#N)c2ccccc2)c1 | i | i | -13.4 | i | i | i | 1.0 | i | i | i | i
O=C(Cc1c(Cl)cccc1Cl)NC1=NCCS1 | i | i | 9.0 | i | i | i | -0.6 | i | i | i | i
CC1CCCCN1S(=O)(=O)c1cccc2cccnc12 (stereo not given) | i | i | 19.1 | i | i | i | . | i | . | i | i
CCOc1ccc(-n2c(=O)c3c4c(sc3n(CC(=O)NCC3CCCO3)c2=O)CCC4)cc1 (stereo not given) | i | i | 22.6 | i | i | i | 0.1 | i | i | i | i
CN(C)Cc1c(O)ccc2[nH]cnc12 | i | i | 12.8 | i | i | i | -0.1 | i | . | i | i
COC(=O)C1CC(Cl)CN1c1ncc(C(F)(F)F)cc1Cl (stereo not given) | 11* | i | 40.0 | i | i | i | -0.3 | i | i | i | i
O=C(NC12CC3CC(CC(C3)C1)C2)N1CCN(c2ccccn2)CC1 | i | i | 36.8 | i | i | i | -0.3 | i | i | i | i
CC(C)(C)c1cccc(Oc2nn[nH]n2)c1 | i | i | 34.4 | i | i | i | 0.6 | i | i | i | -6.86*
Cn1c(CCNC(=O)c2cccs2)nnc1SCC(=O)Nc1nc(-c2ccccc2)cs1 | i | i | 18.8 | i | i | i | -0.1 | i | i | i | i
Cc1ccc(O)c(N=CC2=C(O)c3ccccc3C2=O)c1 | i | i | -65.8 | i | i | i | 5.6 | i | i | i | i
CCOC(=O)N1CCN(C(=S)NC2CCCC2)CC1 | i | i | 13.0 | i | i | i | 0.2 | i | i | i | i
O=C(Nc1cc(S(=O)(=O)N2CCCCC2)ccc1N1CCCCC1)C1CC1 | i | i | 52.2 | i | i | i | -0.5 | i | i | i | i
COC(=O)Cc1cc(=O)oc2cc(OC)ccc12 | i | i | 2.9 | i | i | i | 0.3 | i | i | i | i
CCC(=O)NC(Nc1sc2c(c1C(=O)OC)CCN(C)C2)(C(F)(F)F)C(F)(F)F | i | i | 19.8 | i | i | i | 1.3 | i | i | i | i
COCCC(=O)NC12CC3CC(CC(C3)C1)C2 | i | i | 15.5 | i | i | i | -0.1 | i | i | i | i
Cc1ccc(S(=O)(=O)c2cccc(S(=O)(=O)N3CCOCC3)c2)cc1S(=O)(=O)N1CCOCC1 | i | i | 24.3 | i | i | i | -0.8 | i | i | i | i
Cc1ccc(OCC(=O)N(C)CC(=O)N(CC(C)C)c2c(N)n(CC(C)C)c(=O)[nH]c2=O)c(C)c1 | i | i | 16.5 | i | i | i | -0.5 | i | i | i | i
Cc1cccc(Nc2c([N+](=O)[O-])c(=O)oc3ccccc23)c1 | i | i | . | i | i | i | 0.3 | i | i | i | i
COCCCNC(=O)C1CC(=O)N(CCc2ccccc2)C1 (stereo not given) | i | i | 10.4 | i | i | i | -0.4 | i | i | i | i
CCOCCCNC(=O)C1CCCN(S(=O)(=O)CC)C1 (stereo not given) | i | i | 13.0 | i | i | i | 0.0 | i | i | i | i
COC(=O)c1ccc(N(C(=O)CNC(=O)c2ccco2)C(C(=O)NCC2CCCO2)c2ccc(OC)c(OC)c2)cc1 (stereo not given) | i | i | 7.7 | i | i | i | -0.8 | i | i | i | i
COCCCN1C(=O)c2[nH]nc(-c3ccccc3O)c2C1c1ccc(Cl)cc1 (stereo not given) | 13* | i | 20.3 | i | i | i | 3.1 | i | i | i | -4.81*
CCC(CC)C(=O)Nc1cccc(C(=O)c2ccccc2)c1 | i | i | 4.5 | i | i | i | -0.1 | i | i | i | i
CCCCC(=O)NC(Nc1nc(C2CC2)cs1)(C(=O)OCC)C(F)(F)F (stereo not given) | i | i | 11.5 | i | i | i | -6.9 | i | i | i | i
Fc1ccc2c(c1)C(c1ccncc1)=NNC(c1ccc(Br)cc1)=N2 | i | i | -4.8 | i | i | i | 0.6 | i | i | i | i
CC(=O)NC(Cc1ccccc1)C(=O)N1CCN(C(=O)c2ccco2)CC1 (stereo not given) | i | i | 9.3 | i | i | i | 0.0 | i | i | i | i
O=C(Nc1ccc(NC(=O)c2cc3ccccc3o2)cc1)c1ccco1 | i | i | 22.0 | i | i | i | 1.1 | i | i | i | i
OCC1(Cc2cccc(Cl)c2)CCCN(Cc2ccc(F)c(F)c2)C1 (stereo not given) | i | i | 21.8 | i | i | i | -4.5 | i | i | i | i
Cc1cnc(SCCc2ccncc2)nc1C | i | i | 26.4 | i | i | i | 0.0 | i | i | i | i

Three entries already listed, sorted by length of the SMILES, lowest first.
SMILES | TRPC4 PAM | TRPC6 inhibitor | AI-2 QS mod | TRPC6 act | TRPC4 inh | TRPC4 act | HIF activator | MrgX1 ag | PolyA inhibitor | MrgX1 PAM | MrgX1 antag
OCCn1c(SC2CCCCC2)nc2ccccc21 | i | i | 25.4 | i | i | i | -0.6 | i | i | i | i
CCC(CC)C(=O)Nc1cccc(C(=O)c2ccccc2)c1 | i | i | 4.5 | i | i | i | -0.1 | i | i | i | i
COC(=O)c1ccc(N(C(=O)CNC(=O)c2ccco2)C(C(=O)NCC2CCCO2)c2ccc(OC)c(OC)c2)cc1 (stereo not given) | i | i | 7.7 | i | i | i | -0.8 | i | i | i | i
